Source: PubChem (Broad Institute)
ERAP1 HTS inh = blocks human ERAP1 aminopeptidase activity; inhibition, % at 10.7 µM; AID 652197; recombinant ERAP1, Leu-AMC fluorescence, 60 min; 340,000 compounds, 0.15% hits; Q9NZ08;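 active means mean replicate inhibition of at least 30%, or all replicates individually reaching that 30% level; inactive means mean below 30% and not every replicate reaching it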;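 further: 0% = neutral control wells and 100% = L-leucinethiol positive control wells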
Target sequence (Q9NZ08 whole entry, looked up): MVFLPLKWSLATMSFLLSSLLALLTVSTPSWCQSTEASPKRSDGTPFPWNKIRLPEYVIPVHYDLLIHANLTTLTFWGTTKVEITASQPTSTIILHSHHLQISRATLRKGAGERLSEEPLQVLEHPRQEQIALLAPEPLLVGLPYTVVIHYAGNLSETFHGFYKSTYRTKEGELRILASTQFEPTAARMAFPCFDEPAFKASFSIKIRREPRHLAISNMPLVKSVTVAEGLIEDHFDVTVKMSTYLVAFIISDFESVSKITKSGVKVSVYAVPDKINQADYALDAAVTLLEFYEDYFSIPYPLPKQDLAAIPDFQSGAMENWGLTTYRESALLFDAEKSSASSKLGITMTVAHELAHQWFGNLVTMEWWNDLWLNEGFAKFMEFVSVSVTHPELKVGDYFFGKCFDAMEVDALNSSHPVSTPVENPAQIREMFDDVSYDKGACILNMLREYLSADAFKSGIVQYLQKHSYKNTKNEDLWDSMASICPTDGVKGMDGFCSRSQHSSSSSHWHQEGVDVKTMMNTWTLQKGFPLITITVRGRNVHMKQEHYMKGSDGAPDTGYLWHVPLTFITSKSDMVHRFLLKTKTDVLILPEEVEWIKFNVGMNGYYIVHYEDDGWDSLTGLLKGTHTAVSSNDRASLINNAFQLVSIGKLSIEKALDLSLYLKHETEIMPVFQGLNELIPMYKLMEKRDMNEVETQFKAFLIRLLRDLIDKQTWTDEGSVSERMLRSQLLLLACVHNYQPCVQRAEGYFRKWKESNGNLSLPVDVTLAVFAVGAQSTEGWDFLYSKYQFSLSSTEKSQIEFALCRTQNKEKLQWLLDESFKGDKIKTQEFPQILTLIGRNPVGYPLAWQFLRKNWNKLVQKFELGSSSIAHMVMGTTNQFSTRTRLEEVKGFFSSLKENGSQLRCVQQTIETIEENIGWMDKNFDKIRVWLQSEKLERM
EWS-Fli inh = inhibitors of EWS/Fli oncoprotein transcriptional activity. A673 NR0B1-luciferase reporter, viability-normalised. inhibition, % at 12.6 µM. 350,000 compounds, 0.67% hits;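 active means mean inhibition of at least 50% after viability correction, with every replicate also passing that limit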;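 further: firefly luciferase signal divided by Alamar Blue viability fluorescence both relative to DMSO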
PglD DTNB = blocks C. jejuni PglD acetyltransferase activity; purified PglD enzyme, DTNB colorimetric CoA detection; AID 602405; 360,000 compounds, 0.098% hits; inhibition, % at 12.5 µM; in the data active means inhibition above about 16%, passing the limit was not always enough; further: strong numbers were not always called active
PGC1a acetyl inh = PGC1a acetylation modulation, inhibitor mode. U2OS PGC1a acetylation, AlphaScreen anti-acetyl-lysine; with virally co-expressed GCN5 acetyltransferase. inhibition, % at 15.6 µM. 350,000 compounds, 0.17% hits. AID 651687;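 active means every replicate shows inhibition of at least 40%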;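 further: 0% = neutral control wells and 100% = positive control wells; some results beyond the cut were filed as inactive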
S100A4 MyoIIA = S100A4-myosin IIA interaction inhibition. inhibition, % at 10.7 µM. P26447. S100A4/TAMRA-MyoIIA peptide fluorescence polarization. 360,000 compounds, 0.14% hits;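 active means mean inhibition of at least 70% across replicates, with every replicate also reaching that level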
Target sequence (P26447 whole entry, looked up): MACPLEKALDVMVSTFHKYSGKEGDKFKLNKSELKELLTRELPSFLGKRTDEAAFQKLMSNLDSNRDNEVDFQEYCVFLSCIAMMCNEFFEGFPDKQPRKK
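Material: human S100A4 monomer with TAMRA-labelled myosin IIA peptide; buffer or medium: HEPES pH 7.2 with CaCl2, KCl, NaCl, DTT, Triton; compound dosing: one concentration per compound; schedule: 5 min incubation before reading; benchmarks: neutral control DMSO, positive control TFP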
LGR2 antag = inhibitors of bursicon-induced Drosophila LGR2 receptor cAMP signaling. HEK293 LGR2, CRE-luciferase, bursicon-stimulated, 4 h. inhibition, % at 9.99 µM. 380,000 compounds, 0.35% hits. AID 720647;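 active means drop in luminescence signal, shown as inhibition above about 50% in the replicate tests, limit read from the data, passing the limit was not always enough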;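 further: agonist challenge used bursicon conditioned medium at about half maximal strength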
FN deposition inh = fibronectin deposition inhibition; AH1F fibroblasts, Alexa488-fibronectin deposition fluorescence, overnight; AID 743247; 350,000 compounds, 0.086% hits; inhibition, % at 12.6 µM;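 active means mean inhibition across replicates of 30% or more, regardless of how many single replicates reach that level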;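 further: positive control wells lacked labelled fibronectin entirely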
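Material – AH1F fibroblast monolayer, labelled fibronectin deposition · Reagent – labelled fibronectin 24 nM · Timing – 1 h adhesion, overnight exposure · Measured by – fluorescence at 485 nm excitation, 525 nm emission · Read-out – inhibition of fibronectin deposition signal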
PAX8 reporter = inhibitors of PAX8 transcriptional activity in RMG-I cells; RMG-I TPO-luciferase reporter, SteadyGlo, 24 h; inhibition, % at 12.6 µM; 360,000 compounds, 1.2% hits;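 active means mean replicate inhibition at least 60% with every replicate also reaching 60%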;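 further: luciferase light reporting Pax8 driven TPO promoter activity; plate controls were median of neutral control wells for no effect and mitoxantrone controls for full effect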
Numbers without * were called inactive; . = no result given; & = joins results of further samples.

structure	ERAP1 HTS inh	EWS-Fli inh	PglD DTNB	PGC1a acetyl inh	S100A4 MyoIIA	LGR2 antag	FN deposition inh	PAX8 reporter
Cc1ccc(-c2nc(CS(=O)(=O)CC(=O)NCCCN3CCN(C)CC3)c(C)o2)cc1	6	-6	-3	-2	0	-3	-12	1
CCNC(=O)[C@H]1[C@H](CO)[C@H]2Cn3c(ccc(/C=C/c4ccccc4)c3=O)[C@@H]1N2C(=O)C1CCCC1	-1	-1	.	8	5	-8	.	4
COCCn1cnc2c1c(=O)n(CC(=O)NC(=O)NC(C)(C)C)c(=O)n2Cc1ccccc1	3	0	-3	-5	-2	-13	-4	-8
N#Cc1ccc(C(=O)OCC(=O)Nc2cccc(S(=O)(=O)NC3=NCCC3)c2)cc1	-1	-3	6	-5	0	-14	-2	-21
COc1ccc(S(=O)(=O)Nc2ccc3c(c2)C(=O)N([C@@H](C)CO)C[C@@H](C)[C@@H](CN(C)Cc2ccc(Oc4ccccc4)cc2)O3)cc1	-2	35	-2	-1	4	17	.	51
COc1cccc(C(C(=O)NC2CCCC2)N2CCN(c3ncccc3C#N)CC2)c1OC (stereo unspecified)	-1	-6	.	.	-2	-7	7	-26
Cc1ccc(S(=O)(=O)N(C)C[C@H]2Oc3ccc(NS(=O)(=O)c4ccc(F)cc4)cc3CC(=O)N([C@H](C)CO)C[C@@H]2C)cc1	0	2	2	10	-7	19	.	-5
O=C(COC(=O)C1=COCCO1)Nc1cc(C(F)(F)F)ccc1Cl	-7	-5	2	0	-13	-1	1	-13
CNC[C@@H]1OCCCC[C@@H](C)Oc2ccc(NC(=O)Nc3ccc4c(c3)OCO4)cc2C(=O)N([C@@H](C)CO)C[C@H]1C	-2	-8	2	2	4	-16	.	0
O=C(O)C[C@@H]1C[C@H]2c3cc(NC(=O)NC4CCCC4)ccc3O[C@H]2[C@@H](CO)O1	0	-11	-2	1	20	1	2	-3
COc1cccc(CNC(=O)CSCC(=O)Nc2cc(C)on2)c1	-1	-6	-3	5	-9	-8	2	-5
COc1cccc(OC)c1C(=O)Nc1ccc(C(=O)NCc2ccccc2)cc1	-2	.	-5	2	-4	1	-1	5
C[C@]12CCC3c4ccc(O)cc4CCC3C1CC/C2=N\N (stereo partly specified)	6	5	2	.	-7	-2	-4	-2
C=C/C=C/[C@@H]1C(=C)CN2[C@H]1[C@H](Cc1ccccc1)OC(=O)[C@@H]2Cc1ccccc1	3	3	0	-57	-7	.	.	-4
O=C(N/C(=C/c1cccnc1)C(=O)N1CCOCC1)c1ccccc1Cl	1	4	.	.	-2	3	1	3
O=C(COc1ccc(F)cc1)NCCCn1ccnc1	-2	1	-4	.	2	-11	2	-2
Cc1ccc(-n2ncc3c(=O)n(CC(N)=O)cnc32)cc1C	0	-28	-6	.	-4	-4	-2	-21
c1ccc2c(c1)CCN(c1nc3ccccc3n3cnnc13)C2	.	-28	.	20	-4	3	0	11
CCOC(=O)c1cc(S(=O)(=O)N2CCOCC2)cn1C	-1	-6	-1	2	-2	18	-1	-1
Cc1cccc(C(=O)OCC(=O)Nc2c(C)nn(-c3ccccc3)c2C)c1O	-1	-7	.	.	3	-2	1	-9
CCN1CCN(c2ccc(S(=O)(=O)N3CCOCC3)cc2NC(=O)c2ccc(Cl)cc2Cl)CC1	1	13	4	4	-10	-15	-3	-4
CC(C)(C)C(=O)Nc1ccc(N2CCN(S(C)(=O)=O)CC2)cc1	-3	-5	6	.	-1	6	.	9
Cc1cc(NC(=O)C(C)SCC(=O)OCC(=O)N(C)c2ccccc2)no1 (stereo unspecified)	-2	4	2	-14	-2	10	0	-7
O=C(c1cc(-c2ccc(Cl)cc2)on1)N1CCCC1	0	-45	-1	.	6	29	-7	-151
O=C(CCCCCNC(=O)N1CCn2c1nc1ccccc12)NCc1ccc(Cl)cc1	0	-4	4	-13	0	7	-7	13
COc1ccc(OCCNC2CCCC2)cc1	1	-2	.	.	-1	-26	-3	-7
Cc1cc2nn(-c3ccc(F)cc3)nc2cc1N	-1	15	8	18	1	.	-2	-69
OCCC1CN(Cc2cccn2-c2cccnc2)CCN1C1CCCC1 (stereo unspecified)	.	9	.	-2	-3	9	4	-12
O=C(O)c1cc2c(=O)c3ccccc3oc2nc1C(F)(F)F	-2	0	-1	-35	-6	-3	-2	3
COc1ccccc1CN(C)CC(=O)Nc1ccc(Cl)cc1C(F)(F)F	4	1	.	.	1	-14	9	-29

2 successive compounds already listed:
structure	ERAP1 HTS inh	EWS-Fli inh	PglD DTNB	PGC1a acetyl inh	S100A4 MyoIIA	LGR2 antag	FN deposition inh	PAX8 reporter
CCN1CCN(c2ccc(S(=O)(=O)N3CCOCC3)cc2NC(=O)c2ccc(Cl)cc2Cl)CC1	1	13	4	4	-10	-15	-3	-4
CC(C)(C)C(=O)Nc1ccc(N2CCN(S(C)(=O)=O)CC2)cc1	-3	-5	6	.	-1	6	.	9

(next part)
structure	ERAP1 HTS inh	EWS-Fli inh	PglD DTNB	PGC1a acetyl inh	S100A4 MyoIIA	LGR2 antag	FN deposition inh	PAX8 reporter
CN(C)c1ccc(C2Nc3ccccc3C(=O)N2CCCN2CCOCC2)cc1 (stereo unspecified)	-2	-1	10	.	-17	4	1	-16
COc1ccc(CN2CCN(Cc3c[nH]c4ccccc34)CC2)c(OC)c1	6	18	2	-7	0	5	-5	31
Cn1c(N)c(C(=O)COC(=O)/C=C/c2cccc(Cl)c2)c(=O)n(C)c1=O	-2	-7	.	.	-4	-11	24	-8
O=C(Oc1ccc2c(c1)OCO2)c1ccc(Br)c(S(=O)(=O)N2CCOCC2)c1	.	.	-2	1	.	11	-7	.
COC(=O)c1sc(N)c(C(=O)OC)c1CSc1nc2sc3c(c2c(=O)n1C)CCC3	.	.	6	-6	.	.	-21	14
C[C@@H]1CCCCO[C@H](CN(C)C(=O)C2CCCCC2)[C@H](C)CN([C@H](C)CO)C(=O)c2cc(N(C)C)ccc2O1	.	-3	.	19	.	2	.	12
Cc1ccc(NC(=O)c2cc(-c3ccccc3)nn2-c2ccccc2)cc1	2	-1	-2	-2	-2	0	-32	11
O=C(CC1CCOCC1)Nc1ccc(Cl)c(Cl)c1	-3	-20	1	.	2	-11	6	-9
COc1ccc(NC(=O)CSc2ccc3nnc(CCNC(=O)c4ccccc4)n3n2)cc1OC	-5	.	-5	.	-2	-4	-4	-8
Cc1ccc(S(=O)(=O)Nc2ccc3c(c2)C(=O)N([C@@H](C)CO)C[C@H](C)[C@@H](CN(C)S(=O)(=O)c2c(C)noc2C)OCCCC[C@H](C)O3)cc1	-1	3	3	5	-2	1	-4	18
O=c1cc(-c2ccc(O)c(O)c2)oc2ccc3ccccc3c12	-1	62*	.	.	11	-29	.	-20
Cc1nc(NC(=S)NC(=O)c2cccs2)sc1C(=O)N(C)C	3	12	5	10	-3	-28	.	.
O=C(Nc1nccs1)C1CC=CCC1 (stereo unspecified)	-3	.	3	.	5	9	4	2
C#CCOc1ccc2c(C)cc(=O)oc2c1	0	-3	-5&3	6	-11&-6	.	-8	14
CC/C(Cc1ccccc1)=N/NC(=O)CNC(=O)c1ccc(Cl)cc1Cl	3	.	5	-8	-2	1	.	0
CCN1CC(CN(C)Cc2nc(Cc3ccccc3)no2)CC1=O (stereo unspecified)	-9	3	1	3	5	12	.	-2
CC(=O)NCCc1nc2ccccc2[nH]1	2	-7	-1	14	-2	-17	2	14
O=C(NCC[C@H]1CC[C@H](NC(=O)C2CC2)[C@H](CO)O1)Nc1ccc(C(F)(F)F)cc1	-2	-2	2	-4	5	-13	-3&10	9
CC1(C)Cc2cccc(OCC(=O)Nc3ccccc3N3CCOCC3)c2O1	.	.	6	-10	.	.	-4	6
COc1ccc(-c2cc(=O)oc3cc(OCC(=O)NCCCn4ccnc4)ccc23)cc1	-1	6	2	-18	-8	.	.	.
Cc1nn(Cc2ccccc2)c(C)c1/C=N/NC(=O)c1cccnc1	-3	7	.	.	-5	1	0	0
CCC(OC(=O)c1ccco1)C(=O)NCc1ccco1 (stereo unspecified)	.	.	-1	1	.	.	1	2
CCc1ccc(C(=O)CSc2nnc(C)c(=O)[nH]2)cc1	-3	10	-3	.	3	1	.	.
CCCn1c(OC)nc2c1c(=O)n(C)c(=O)n2C	-5	1	1	1	-4	21	-2	16
O=S(=O)(N[C@@H]1CC[C@@H](CCn2cc(-c3ccccn3)nn2)O[C@@H]1CO)c1cccc(Cl)c1	-2	10	1	-6	-18	4	2	14
COc1ccccc1N1CCN(C2CCCN(C(=O)CCc3cnccn3)C2)CC1 (stereo unspecified)	-3	.	-2	3	-5	-12	3	-2
CC(C)NC(=O)NC(=O)CSc1nncs1	0	-4	.	.	3	-6	9	-1
COc1ccc(NC(=O)Cn2nnc(C(=O)NCCc3ccccc3)c2N)cc1	2	-8	.	1	-4	16	-10	-6
O=c1c(-c2cc3ccccc3[nH]2)nc2ccccc2n1C(CCc1ccccc1)c1nc2ccccc2[nH]1 (stereo unspecified)	.	-8	.	.	-3	6	7	37
Cc1noc(C(=O)NCc2ccccc2)c1Cl	.	-6	1	6	-1	-9	1	-3
CCCCN(C)CCC(=O)Nc1ccc2c(c1)CCC2	-5	6	.	5	2	.	-1	11
Cc1ccc2nc(SCC(=O)N3CCCCCC3)nc(=O)n2c1	0	-10	4	.	-2	-1	0	-16
Cc1ccc(S(=O)(=O)Nc2ccc3c(c2)C(=O)N([C@@H](C)CO)C[C@H](C)[C@@H](CN(C)C(=O)CCC(F)(F)F)OCCCC[C@@H](C)O3)cc1	3	1	8	-1	-5	7	0	-1
COc1ccccc1C(=O)Nc1ccc(C)c(S(=O)(=O)N2CCCCC2)c1	-1	3	-5	.	-4	-2	2	10
C/C=C/c1ccccc1[C@H]1[C@@H](C#N)N(C(=O)c2cccnc2)[C@@H]1CO	2	-2	.	-8	13	-2	-1	.
Cc1cccc(S(=O)(=O)N2CCC(CO)(Cc3ccccc3)CC2)c1	5	-3	.	.	-1	21	.	14
CCOC(=O)Cc1cc(=O)c2cc(C)ccc2[nH]1	-2	13	-14	0	-3	6	.	-4
CC(=O)N1c2ccc(S(=O)(=O)N(C)CC(=O)NCc3ccccc3)cc2CC1C (stereo unspecified)	-3	.	2	2	-4	8	-4	-2
CCOC(=O)/C(C#N)=C\c1cccnc1	.	-1	.	.	-6	1	-6	4
COc1ccc(C2N=C(c3ccccc3)NO2)cc1OC (stereo unspecified)	-1	.	-1	5	-1	-84	-4	-117
Cc1ccc(-n2c(SCC(=O)c3c(N)n(C4CC4)c(=O)[nH]c3=O)nnc2N2CCOCC2)cc1	0	0	-7	17	0	1	-3	-30
COc1ccc(C(=O)NCC(c2ccc3c(c2)OCO3)N2CCN(c3ccc(OC)cc3)CC2)cc1 (stereo unspecified)	1	16	-2	-9	4	16	-3	1
Cc1ccc(S(=O)(=O)N(C)C[C@@H]2OCCCC[C@H](C)Oc3ccc(NC(=O)NC4CCCCC4)cc3C(=O)N([C@H](C)CO)C[C@H]2C)cc1	0	17	0	-18	1	5	2	18
CC1CCCC(C)N1S(=O)(=O)c1ccc(S(=O)(=O)NCCc2ccncc2)cc1 (stereo unspecified)	0	4	-2	9	1	4	.	.
C[C@H]1CN([C@@H](C)CO)C(=O)c2cc(NC(=O)Nc3ccc4c(c3)OCO4)ccc2O[C@@H]1CN(C)Cc1ccc(C(F)(F)F)cc1	2	8	-5	-3	-1	-24	.	.
